A549 tox: Nrf2 qHTS screen for inhibitors: counterscreen for cytotoxicity | A549 ARE-Fluc cells, CellTiter-Fluor viability, 18-24 h | Potency, µM (highest dose often 46 µM), without a hit: at the highest dose activity change, negative = cytotoxicity, usual class: inhibitors | actives 0.16% (n = 390,000) | AID 504648, 2011; also: potency is read from the fitted curve at half-maximal effect; % is scaled to controls: 0 for no effect and ±100 for the full control effect
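A549 ARE_Fluc cells in 5% FBS OPTI-MEM were exposed to compounds in concentration-response for 18-24 h at 37 deg C. Viability was read by CellTiter-Fluor fluorescence (Ex 405/Em 525) after 30 min, before the luciferase read.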
Nrf2 activator: qHTS of Nrf2 Activators | AREc32 ARE-luciferase reporter (MCF7-derived line), luminescence, 24 h | Potency, µM (series often up to 46.1 µM), without a hit: top-dose activation, hits mostly activators | actives 0.31% (n = 410,000); also: potency is read from the fitted curve at half-maximal effect; % of control where 0% means no effect; nearly all actives have a fitted effect of over 65% in size
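Reporter line AREc32 (ARE-Fluc), seeded overnight in OPTI-MEM with 5% FBS; compound pin-transferred, 24 hr at 37 deg C, 5% CO2; luminescent read-out.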
TGFb SMAD3 inh: qHTS for Inhibitors of TGF-b; actives 1.2% (n = 410,000); HepG2 CAGA-GFP TGF-b/SMAD3 reporter, GFP fluorescence, 18 h; TGF-beta stimulated, 500 pg/mL final; Potency, µM (series often up to 46.1 µM), without a hit: top-dose activity, negative = inhibition, actives largely listed as inhibitors; also: potency is read from the fitted curve at half-maximal effect; % is scaled to controls: 0 for no effect and ±100 for the full control effect; nearly all actives have a fitted effect of over 65% in size
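First, reporter cells (HEPG2 CAGA-GFP) rested 2 h at 37 degrees C. Next, compounds were pinned in and TGF-beta added to 500 pg/mL final. After 18 h, GFP was imaged per cell and summed per well.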
HepG2 viability: qHTS for Inhibitors of TGF-b: Cytotox Counterscreen; actives 0.76% (n = 410,000); Potency, µM (top dose mostly 46.1 µM), for the others: top-dose activity change, negative = cytotoxicity, hits mostly cytotoxic; HepG2 CAGA-GFP viability, ATP luminescence, 18 h; AID 588856, 2011; also: potency is read from the fitted curve at half-maximal effect; some results filed as inactive show a strong effect at the top dose
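CellTiter-Glo luminescence gave cytotoxicity after 18 hours at 37 degrees C. The cells were HepG2 CAGA-GFP in 1% FBS DMEM, stimulated with 500 pg/mL TGF-beta after compound addition. %Activity was normalised to no-cell wells (complete cell-killing) and DMSO (no toxicity), and curves were fitted and classified.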
IL2 activator: qHTS of IL-2 Activators; IL-2 activation reporter assay, cell-based qHTS; stimulated with anti-CD3/CD4/CD28 beads; in transgenic mouse T cells; activation, % (series mostly up to about 46 µM); actives 0.065% (n = 360,000); AID 652025, 2013; in the data active = activation above about 50%; inconclusive = mostly about 30% to 49%; also: 0% is about no effect
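Unstimulated transgenic mouse T cells, 750 per well, received compound and, after 60 minutes, anti-CD3/anti-CD4 bead plus anti-CD28 stimulation. EGFP and DsRed were quantified after 18 hours.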
ATXN viability: Viability Counterscreen for Primary qHTS for Inhibitors of ATXN expression; S2 cells (HEK-293 line with an ATXN2-luciferase reporter) viability, CellTiter-Fluor protease fluorescence, 24 h; Potency, µM (doses to about 56.7 µM), usual class: cytotoxic; actives 0.49% (n = 400,000); AID 651635, 2014; also: potency is read from the fitted curve at half-maximal effect; nearly all actives have a fitted effect of over 40% in size
EPAC2 ag: qHTS for Agonist of cAMP-regulated guanine nucleotide exchange factor 4 (EPAC2): primary screen; Potency, µM (highest dose often 154 µM), without a hit: at the highest dose activation, most hits filed as activators; actives 0.079% (n = 360,000); EPAC2 activation, biochemical qHTS; response scale: 100% = 6.5 mM cAMP response; Rap guanine nucleotide exchange factor 4 (Homo sapiens), Q8WZA2; also: potency is read from the fitted curve at half-maximal effect; nearly all actives have a fitted effect of over 50% in size
Target sequence (Q8WZA2 whole entry, looked up): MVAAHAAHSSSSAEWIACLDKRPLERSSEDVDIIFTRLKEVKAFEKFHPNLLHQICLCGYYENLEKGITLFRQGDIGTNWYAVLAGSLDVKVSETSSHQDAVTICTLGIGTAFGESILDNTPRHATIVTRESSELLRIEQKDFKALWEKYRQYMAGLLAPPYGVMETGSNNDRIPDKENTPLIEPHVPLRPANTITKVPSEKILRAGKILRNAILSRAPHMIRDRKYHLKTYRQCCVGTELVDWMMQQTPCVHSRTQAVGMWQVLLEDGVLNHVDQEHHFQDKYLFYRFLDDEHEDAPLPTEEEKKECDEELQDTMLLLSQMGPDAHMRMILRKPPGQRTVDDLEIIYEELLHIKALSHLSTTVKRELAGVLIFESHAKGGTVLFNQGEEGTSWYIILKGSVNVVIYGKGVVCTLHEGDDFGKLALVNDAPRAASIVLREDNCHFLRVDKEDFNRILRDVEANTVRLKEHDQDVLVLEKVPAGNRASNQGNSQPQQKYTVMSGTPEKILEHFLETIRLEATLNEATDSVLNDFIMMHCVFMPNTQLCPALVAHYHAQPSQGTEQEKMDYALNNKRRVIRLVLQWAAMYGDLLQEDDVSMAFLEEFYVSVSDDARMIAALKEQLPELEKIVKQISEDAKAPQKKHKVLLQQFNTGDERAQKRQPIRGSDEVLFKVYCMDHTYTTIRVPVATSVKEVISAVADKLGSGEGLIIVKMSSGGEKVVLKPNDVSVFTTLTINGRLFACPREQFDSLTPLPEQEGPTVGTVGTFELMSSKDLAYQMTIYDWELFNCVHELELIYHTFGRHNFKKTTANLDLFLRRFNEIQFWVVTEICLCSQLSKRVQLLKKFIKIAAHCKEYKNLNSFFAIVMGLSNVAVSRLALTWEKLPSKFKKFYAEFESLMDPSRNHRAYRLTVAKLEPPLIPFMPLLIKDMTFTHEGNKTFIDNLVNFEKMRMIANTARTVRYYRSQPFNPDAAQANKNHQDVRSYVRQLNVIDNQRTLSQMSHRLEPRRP
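Setup: EPAC2 100 nM, labeled Rap1B complex 250 nM, free GDP 50 uM. Compound titrations pinned in, brief spin, 5 min room temperature incubation. Kinetic fluorescence read over 30 min, normalized to 6.5 mM cAMP.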
ATXN2 expr inh: Primary qHTS for Inhibitors of ATXN expression | HEK-293 ATXN2-luciferase reporter, luminescence, 24 h | Potency, µM (top dose mostly 57 µM), for inactives: at the highest dose activity change, negative = inhibition, usual class: inhibitors | actives 0.72% (n = 360,000) | AID 1745845, 2022; also: potency is read from the fitted curve at half-maximal effect; % is scaled to controls: 0 for no effect and ±100 for the full control effect; nearly all actives have a fitted effect of over 55% in size
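ATXN2-luciferase reporter cells (luciferase flanked by upstream and downstream ATXN2 gene portions) were treated 24 h at 37 °C with compounds at up to 57 uM. SteadyGlo luminescence gave expression; GF-AFC fluorescence gave viability.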
Nrf2 inh: Nrf2 qHTS screen for inhibitors | A549 ARE-Fluc reporter, luciferase luminescence, 18-24 h | Potency, µM (titrated, usually from 46 µM), without a hit: at the top dose activity change, negative = inhibition, most hits filed as inhibitors | actives 2.1% (n = 360,000); also: potency is read from the fitted curve at half-maximal effect; % is scaled to controls: 0 for no effect and ±100 for the full control effect; nearly all actives have a fitted effect of over 60% in size
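Reporter: ARE-Fluc in A549. Exposure: 18-24 h, 37 °C, 5% CO2, 5% FBS OPTI-MEM. Readouts: fluorescent cytotoxicity (CellTiter-Fluor), then luminescent Nrf2 signal after BugLite.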
An asterisk follows results filed as active; i = inactive; ? = inconclusive; . = not tested or not shown; [ ] = another dose, or the depositor's remark. Unless noted, calls follow the shape of the dose curve; as a rule, active = well fitted curve in the direction sought with a large enough effect; inconclusive = small, poorly fitted or top-dose-only effect, or another doubt; inactive = no such curve, though single readings can be large; an effect the other way counts as inactive or inconclusive.

SMILES | A549 tox | Nrf2 activator | TGFb SMAD3 inh | HepG2 viability | IL2 activator | ATXN viability | EPAC2 ag | ATXN2 expr inh | Nrf2 inh
COc1cc2ncnc(NCc3cccc(F)c3F)c2cc1OC | -4% | 0.1% | ? | -8% | -0.4 | i | 5% | . | ?
OC(COc1ccc2ccccc2c1)CN1CCCC1 (centres undefined) | ? | 1.8% | -1% | -6% | -2.9 | i | 2% | 4% | 4%
O=C(CN(CCO)c1ccccc1)Nc1cccc(S(=O)(=O)N2CCCC2)c1 | 6% | -0.5% | -13% | -15% | -2.7 | i | 10% | -20% | -7%
C/C=C/c1cccc(-c2nc(C(=O)NC3CCC3)cc3c2[C@@H](CCO)N(S(=O)C(C)(C)C)C3)c1 (some centres undefined) | . | 9.4% | ? | -8% | -0.4 | i | -4% | 0% | .
COc1ccc(NC(=O)Nc2ccc3c(c2)C(=O)N([C@H](C)CO)C[C@H](C)[C@H](CN(C)Cc2ccc(C(=O)O)cc2)OCCCC[C@@H](C)O3)cc1 | . | 0.0% | 7% | 20% | 6.4 | i | 9% | 3% | .
Cc1cc(=O)[nH]c2ccc(S(=O)(=O)Nc3ccc(O)cc3)cc12 | -3% | 0.4% | 0% | 0% | 0.8 | ? | 3% | . | -8%
Cc1cc(C(=O)CSc2nnc(-c3ccco3)o2)c(C)n1-c1ccc2c(c1)OCCO2 | -23% | 7.9% | -2% | -1% | -0.7 | i | -4% | -14% | ?
COc1cc(OC)c(OC)cc1/C=N/Nc1ncnc2c1[nH]c1ccccc12 | 7% | 2.1% | -16% | -14% | 1.0 | i | 2% | -24% | -22%
COc1cccc(OCc2cc(C(=O)N3CCN(c4ccccc4OC)CC3)no2)c1 | -5% | 7.8% | -23% | -46% | 0.7 | i | 5% | . | -2%
CCOc1ccc(N2CC(C(=O)Nc3ccc(F)cc3F)CC2=O)cc1 (centres undefined) | 7% | -0.8% | 2% | 6% | 0.0 | i | -11% | -5% | -7%
CC(OC(=O)c1ccc(NS(=O)(=O)c2ccc3[nH]c(=O)[nH]c3c2)cc1)C(=O)Nc1ccc(Cl)cc1 (centres undefined) | 3% | -0.4% | -21% | 6% | -0.5 | i | -5% | -10% | -11%
CC(=O)N1CCN(S(=O)(=O)c2cccc(C(=O)NNC(=O)Cn3nc(C)cc3C)c2)CC1 | -3% | 0.3% | 20% | 5% | 0.9 | i | 1% | . | 1%
Cc1cccc2cc(CN(Cc3ccco3)C(=O)c3ccco3)c(=O)[nH]c12 | 2% | 0.3% | 12% | 2% | -0.3 | i | 2% | 6% | 4%
CCOC(=O)c1ccccc1NC(=O)c1ccccc1NS(C)(=O)=O | -6% | 1.7% | 10% | 1% | 0.7 | i | 5% | 3% | 20%
Cc1ccc(C(=O)N/C(=C/c2cccs2)C(=O)NCc2ccco2)cc1 | 0% | -1.1% | -6% | 27% | -0.3 | i | 5% | -1% | 10%
CCCCNc1cc(=O)oc2ccccc12 | -2% | 0.3% | 0% | -18% | -0.1 | i | -2% | -4% | -22%
O=C(NCc1ccco1)C12CN(Cc3ccccc3)CC1C(c1ccc([N+](=O)[O-])cc1)=NO2 (centres undefined) | 1% | -0.5% | 5% | -2% | 0.3 | i | 7% | -6% | -13%
CCOC(=O)N1CCC(NC(=O)c2oc3c(F)cccc3c2C)CC1 | -2% | 4.1% | -26% | -4% | 1.3 | i | 1% | 32%[activator] | 5%
Cc1csc(=O)n1CC(=O)OCc1nnc(-c2ccc(Cl)cc2)o1 | 2% | 1.8% | -3% | 9% | -0.6 | i | 2% | 5% | 10%
COc1ccc(NC(=O)CCN2CCCCCC2)cc1 | 7% | -0.3% | 0% | -46% | 0.8 | i | 5% | 5% | 16%
COC(=O)c1ccc(NC(=O)Cc2ccccc2)cc1 | -15% | -0.1% | 5% | 9% | -2.5 | i | 7% | 24% | ?
COc1ccc(Cn2nnnc2C(c2ccccc2Cl)N2CCC(C(N)=O)CC2)cc1 (centres undefined) | 1% | -0.1% | 1% | -2% | 4.4 | i | 7% | 9% | ?
COc1cccc(CN(C)C(=O)C2CC(=O)N(c3ccc4c(c3)OCCO4)C2)c1 (centres undefined) | -8% | -0.2% | 14% | -23% | -0.6 | i | 10% | 10% | -14%
Cc1nc(N2CCOCC2)sc1C(=O)NN | 3% | 19% | ? | -95% | 3.9 | i | -2% | . | -4%
COc1ccc(/C(C)=N/NC(=O)CNC(=O)c2ccco2)cc1 | -7% | -0.3% | 9% | 3% | 0.0 | i | 7% | 14% | 1%

Reprinted at random: 5 compounds from above
SMILES | A549 tox | Nrf2 activator | TGFb SMAD3 inh | HepG2 viability | IL2 activator | ATXN viability | EPAC2 ag | ATXN2 expr inh | Nrf2 inh
CC(=O)N1CCN(S(=O)(=O)c2cccc(C(=O)NNC(=O)Cn3nc(C)cc3C)c2)CC1 | -3% | 0.3% | 20% | 5% | 0.9 | i | 1% | . | 1%
COc1cccc(CN(C)C(=O)C2CC(=O)N(c3ccc4c(c3)OCCO4)C2)c1 (centres undefined) | -8% | -0.2% | 14% | -23% | -0.6 | i | 10% | 10% | -14%
COc1ccc(Cn2nnnc2C(c2ccccc2Cl)N2CCC(C(N)=O)CC2)cc1 (centres undefined) | 1% | -0.1% | 1% | -2% | 4.4 | i | 7% | 9% | ?
Cc1ccc(C(=O)N/C(=C/c2cccs2)C(=O)NCc2ccco2)cc1 | 0% | -1.1% | -6% | 27% | -0.3 | i | 5% | -1% | 10%
COc1cc2ncnc(NCc3cccc(F)c3F)c2cc1OC | -4% | 0.1% | ? | -8% | -0.4 | i | 5% | . | ?

Next records:
SMILES | A549 tox | Nrf2 activator | TGFb SMAD3 inh | HepG2 viability | IL2 activator | ATXN viability | EPAC2 ag | ATXN2 expr inh | Nrf2 inh
Cc1ccc(N2CC(C)Cn3c2nc2c3c(=O)n(CC(=O)OCc3ccccc3)c(=O)n2C)cc1C (centres undefined) | 2% | 0.2% | 7% | -4% | 7.9 | i | 12% | 2% | -11%
CCN1C(=O)c2ccccc2S(=O)c2ccc(C(=O)N3CCN(C(=O)c4ccco4)CC3)cc21 (centres undefined) | -18% | -1.3% | -12% | -4% | 10 | i | -7% | 0% | -21%
Cc1cc2c(SCC(=O)Nc3cccc(O)c3)ncnc2s1 | 1% | 2.5% | 2% | 10% | 4.6 | i | -8% | 0% | 0%
COc1ccc(C(=O)C2CCCN(Cc3ccc4nonc4c3)C2)c(OC)c1 (centres undefined) | -1% | 0.1% | ? | 6% | -3.7 | i | 0% | -37% | ?
COc1ccc(CCNC(=O)[C@H](C)NC(=O)[C@@H]2CSC3c4ccccc4C(=O)N32)cc1 (some centres undefined) | -1% | -0.1% | 7% | -7% | -2.7 | i | -1% | 3% | -14%
O=C(c1ccc2nc[nH]c2c1)N1CCc2ccccc2C1 | 7% | 1.6% | 32%[activator] | 2% | -0.2 | i | 7% | -2% | -3%
CCCCN=Cc1c(C)[nH]n(-c2ccccc2)c1=S | -2% | 3.4% | ? | -73% | -0.1 | ? | 0% | -9% | -14%
CCOc1ccc(C(=O)OC2CCN(C)CC2)cc1 | -4% | 0.3% | 0% | 6% | -1.5 | i | 3% | 32%[activator] | 23%
O=C(OC(C(=O)NCc1cccs1)c1ccccc1F)c1ccco1 (centres undefined) | 9% | 0.1% | 6% | 0% | -0.7 | i | 2% | -11% | 18%
Cc1c(C)c2ccc(OCC(=O)N3CCC[C@@H]3C(=O)O)c(C)c2oc1=O | 1% | -0.7% | -27% | -47% | -0.9 | i | 2% | 2% | -9%
Cc1ccc(-n2nc(C(=O)N3CCCCC3)c(=O)n(C)c2=O)cc1 | 11% | 0.4% | -8% | -39% | . | i | . | 2% | .
Cc1cc(C(=O)NCCCOC(C)C)c2ccccc2n1 | 4% | -0.3% | 22% | 21% | -0.5 | i | 7% | -3% | 5%
COc1cc(C(=O)NCCc2ccccc2)ccc1OCC(=O)N1CCOCC1 | 6% | 1.6% | -5% | -2% | -0.1 | i | 6% | 7% | -4%
Cc1cccc(/C=C(\C(=O)C(=O)O)c2ccc3ccccc3n2)c1 | 0% | 3.3% | -15% | -15% | -0.1 | . | -15% | 17% | ?
COc1ccc(CCNC(=O)CNC(=O)Cn2ccc3ccccc3c2=O)cc1OC | -2% | -0.5% | -11% | 19% | -4.3 | i | 7% | 17% | 7%
CCCn1c(=O)c2ccccc2n2c(SCc3nc4ccccc4s3)nnc12 | -6% | 17% | -5% | -5% | 3.1 | i | 10% | 73%[activator] | ?
c1ccc(N2CCOCCOCCOCCOCC2)cc1 | -5% | 0.2% | -5% | -68% | -1.8 | i | 6% | 7% | 0%
CC(=O)N[C@H]1[C@H](Oc2ccc3c(c2)CCC2C3CC[C@]3(C)C(=O)CCC23)O[C@H](CO)[C@@H](O)[C@@H]1O (some centres undefined) | 1% | 0.0% | 10% | 2% | -1.9 | i | 7% | 6% | ?

In the list so far, these contain two or more sulfur atoms:
SMILES | A549 tox | Nrf2 activator | TGFb SMAD3 inh | HepG2 viability | IL2 activator | ATXN viability | EPAC2 ag | ATXN2 expr inh | Nrf2 inh
Cc1cc2c(SCC(=O)Nc3cccc(O)c3)ncnc2s1 | 1% | 2.5% | 2% | 10% | 4.6 | i | -8% | 0% | 0%
CCCn1c(=O)c2ccccc2n2c(SCc3nc4ccccc4s3)nnc12 | -6% | 17% | -5% | -5% | 3.1 | i | 10% | 73%[activator] | ?

Screening data: PubChem BioAssay, National Center for Advancing Translational Sciences (NCATS)
